# Compound activity deposited in PubChem by Fisher Drug Discovery Resource Center.
# NPYLR7 agonist = agonists of mosquito NPYLR7 receptor, primary screen, cell-based, Aedes aegypti, calcium fluorescence, mosquito biting behavior. AID 1259423, 2018. Aedes aegypti neuropeptide Y-like receptor 7 (NPYLR7). 0.15% of 270,000 active. HEK293T NPYLR7/Galpha15, GCaMP6s calcium fluorescence. activation, % at 10 µM; in the data active means activation above about 40%;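 further: 0% = vehicle and 100% = reference agonist at the receptor; some compounds past the cut are filed as inactive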
# mcGAS lum = cyclic GMP-AMP synthase inhibitors, mouse, primary biochemical chemiluminescence | inhibition, % at 12.5 µM | 0.15% of 160,000 active | AID 1259399, 2018 | recombinant cGAS, Kinase-Glo ATP depletion luminescence | Q8C6L5;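 further: 0% = negative control wells and 100% = reference inhibitor with no enzyme activity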
# hcGAS inh = Primary biochemical luminescence assay for human cyclic GMP-AMP synthase inhibitors; recombinant h-cGAS, ATP depletion, Kinase-Glo luminescence; 0.081% of 290,000 active; inhibition, % at 12.5 µM; AID 1259398, 2018; Q8N884;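 further: 0% = vehicle reaction and 100% = reaction without DNA for no activity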
# Target sequence (Q8N884 whole entry, looked up): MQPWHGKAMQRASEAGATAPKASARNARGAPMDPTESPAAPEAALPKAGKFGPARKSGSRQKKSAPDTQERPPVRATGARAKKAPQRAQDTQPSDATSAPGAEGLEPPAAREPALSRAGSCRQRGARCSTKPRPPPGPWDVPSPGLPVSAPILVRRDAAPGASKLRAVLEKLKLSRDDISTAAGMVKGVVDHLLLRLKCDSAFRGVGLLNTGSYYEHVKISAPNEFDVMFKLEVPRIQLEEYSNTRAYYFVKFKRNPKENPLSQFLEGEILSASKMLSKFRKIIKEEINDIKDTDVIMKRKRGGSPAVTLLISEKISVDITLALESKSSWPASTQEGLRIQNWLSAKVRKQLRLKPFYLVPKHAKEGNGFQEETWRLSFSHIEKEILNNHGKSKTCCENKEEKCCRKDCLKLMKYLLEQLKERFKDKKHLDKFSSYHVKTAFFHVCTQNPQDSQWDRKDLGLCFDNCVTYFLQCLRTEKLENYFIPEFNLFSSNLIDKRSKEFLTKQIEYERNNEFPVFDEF
# Starred values were filed as active, the others as inactive; . = not tested or not shown; & = joins results of further samples; ! = repeats disagree. Unless noted, no stated cut-off is given here; in the data, active means inhibition above about 40%; inactive means the rest. An unsorted share of the library; overall some 0.29% were active at least once.
SMILES,NPYLR7 agonist,mcGAS lum,hcGAS inh
Cc1ccc(C)c(S(=O)(=O)Oc2ccccc2)c1,8,.,-11
CC(C)c1nc(C(=O)NC2CC(=O)N(C)C2)nn1-c1ccccc1F (stereo not given),-25&11,.,1&4
CCCCN1C(=O)c2cccc3c(NC(=O)C4CCCN4S(=O)(=O)c4cccs4)ccc1c23 (stereo not given),6,-12,-6
Cc1ccn2c(NC(=O)CC(C)CC(C)(C)C)c(-c3ccccc3)nc2c1 (stereo not given),-9,-9,-11
O=C(NCCCNC(=O)[C@H]1CCCN1C(=O)c1ccc([N+](=O)[O-])cc1)c1ccc(F)cc1,24,-10,-10
O=C(Nc1ccccc1N1CCCCC1)C1CCC1,-1,-6,-17
CN(Cc1ccccc1)Cc1cnc(S(C)(=O)=O)n1Cc1ccccc1F,4,.,-1
CC(C)C(C)(C#N)NC(=O)CNc1cccc(I)c1 (stereo not given),1,.,-1
O=S(=O)(c1ccc(C(F)(F)F)cc1)N1CCN(CC(O)c2ccccc2)CC1 (stereo not given),12,.,-3
Cc1ccc(-n2c(Cc3ccccc3)nnc2SCCCCC(=O)N2CCN(C(=O)COc3ccc(Cl)cc3)C(C)C2)cc1 (stereo not given),-2,-6,-5
O=C(NCCc1cccs1)c1ccc(-c2cc(-c3ccc(Cl)cc3Cl)[nH]n2)cc1,4,1,1
O=C1CSC2(N1)C1CC3CC(C1)CC2C3 (stereo not given),-3,.,-5
CCOC(=O)C1=C(CC)NC2=C(C(=O)CC(C)(C)C2)C1c1cc(OC)ccc1OC (stereo not given),6,.,-2
COc1cc(-c2ccccc2CN2CCOCC2)cc(OC)c1OC,-4,.,-4
CCCOc1cccc(C(=O)Nc2cccc(-c3nc4cc(C)ccc4o3)c2C)c1,10,-5,-4
COC(=O)c1[nH]ncc1CN1CCN(c2ncnc3ccccc23)CC1,7,-7,-1
Cc1cccc(COC(CN2CCN(S(=O)(=O)c3ccc(Cl)cc3)CC2)c2ccc(Cl)cc2)c1 (stereo not given),21,-7,-4
O=c1c2sccc2nc(SCc2cc(=O)n3ccccc3n2)n1CCCN1CCCCC1,12,.,-10
COC(=O)N1CCC(Nc2ncnc3ccc(F)cc23)C1 (stereo not given),10&4,.,-6&-8
O=C(c1cc(=O)c(OCc2ccccc2)c[nH]1)N1CCN(c2ccc(F)cc2)CC1,-8,.,-9
Cc1cc(C)nc(SCc2ccc(C(=O)N3C4CCC3CC(Oc3ccccc3C(C)C)C4)cc2)n1 (stereo not given),7,-8,-18
CSCc1ccc(C(=O)N[C@H]2[C@H]3CCO[C@H]3[C@@H]2N2CCCC2)o1,.,-5,-15
Cc1nc(C(C)C)sc1C(=O)N1C[C@H](O)[C@@H](N2CCOCC2)C1,5,.,-6
Nc1nc(CCNC(=O)c2cn(CCC3CCCCC3)nn2)cs1,.,-10,-4
CN(C)CCCN1C(=O)C(=O)C(=C(O)c2ccccc2)C1c1cccc(Br)c1 (stereo not given),0,.,-6
CC(C)(C)OCCN1CCCC1c1nc(Cc2ccc(F)cc2)no1 (stereo not given),3,.,-5
CC1(C(=O)Nc2ccc3c(c2)OCO3)CCN1Cc1ccc(-c2ccccn2)cc1 (stereo not given),3,.,-11
COc1cc(Br)c(CSc2nnc(C3CC3)n2C2CC2)cc1OC,-1,-5,-6
NC(=S)c1cc2ccccc2oc1=O,22,.,1
COc1ccc2[nH]c(C(=O)N3CCc4c(nc[nH]c4=O)C3)c(C)c2c1,2,-17,-4

# Entries above that have a thiophene ring, fused or not:
SMILES,NPYLR7 agonist,mcGAS lum,hcGAS inh
CCCCN1C(=O)c2cccc3c(NC(=O)C4CCCN4S(=O)(=O)c4cccs4)ccc1c23 (stereo not given),6,-12,-6
O=C(NCCc1cccs1)c1ccc(-c2cc(-c3ccc(Cl)cc3Cl)[nH]n2)cc1,4,1,1
O=c1c2sccc2nc(SCc2cc(=O)n3ccccc3n2)n1CCCN1CCCCC1,12,.,-10

# Carrying on:
SMILES,NPYLR7 agonist,mcGAS lum,hcGAS inh
O=C(Nc1ccnc(Cl)c1)C1CC2CCC1C2 (stereo not given),5,.,-8
O=C(CCCSc1ccc(NC(=O)C2CC2)nn1)Nc1cnc2ccccc2c1,0,-9,-5
Cc1ccc(-c2ccc(=O)n(CCNC(=O)NC3CCCCC3)n2)cc1,-4,-6,-3
COc1ccccc1N1CCN(Cc2sc(N(C)C)nc2Cl)C(C)C1 (stereo not given),0,.,-12
CN(Cn1nc(CCC(N)=O)n(C2CC2)c1=S)C1CCCc2ccccc21 (stereo not given),8,-8,-13
CCOC(=O)c1nn(-c2ccccc2)c(=O)cc1OCC(=O)Nc1ccc(OC)cc1,13,.,-5
CCCCNC(=O)N1CCN(c2cc(Cl)nc(SCC(=O)NCc3ccc(F)cc3)n2)CC1C (stereo not given),0,-5,-2
O=C(c1ccc(N2CCC(CO)C2)nc1)N1CCC(CCc2ccccc2)CC1 (stereo not given),6,-17,-4
CC(=O)Nc1ccc2nc(NC(=O)c3ccc[nH]c3=S)sc2c1,-3,.,-8
CC(OC(=O)C1CC1c1cnn(C)c1)c1ccc(F)cc1F (stereo not given),0,.,-6
O=C1NC(=S)N(c2ccccc2)C(=O)/C1=C/c1ccc(-c2cccc(C(=O)O)c2)o1,5,33,15
Cn1cc([N+](=O)[O-])c(C(=O)NC2CCCCC2)n1,-3,.,-2
O=C(CCN(CCCN1CCOCC1)c1nc(-c2ccco2)nc2ccccc12)NCc1ccccc1,19,-8,-2
CSc1nc2c(c(=O)[nH]c(=O)n2C)n1CCCc1ccccc1,-6,.,-3
CCOc1cccnc1C(=O)OCc1ccc(C(F)(F)F)cc1,1,.,-5
O=C(c1ccc(F)cc1)N(Cc1cccc(OS(=O)(=O)c2ccc(F)cc2)c1)Cc1ccco1,-8,2,-2
Cc1ccc(C)c(-n2nc(-c3ccc([N+](=O)[O-])cc3)cc2C(=O)NCc2ccccc2)c1,19,-7,-9
CC(=NCCc1ccccc1)c1c(C(F)(F)F)[nH]n(-c2nc3ccccc3s2)c1=O,-16,.,0
CCOc1c(Cl)cc(CNC(=O)NCc2cccc(C)n2)cc1OC,0,.,-3
O=c1[nH]c(Cc2ncc(C(F)(F)F)cc2Cl)nc2ccc(F)cc12,-6,-17,-11
CC(=O)C(C)n1c(CN2CCN(c3cc(Cl)ccc3C)CC2)nc2c1c(=O)[nH]c(=O)n2C (stereo not given),1,.,-3
C=CCNC(=O)C(NC(=O)c1ccc2c(c1)OCO2)C1CCN(S(=O)(=O)C(C)C)CC1 (stereo not given),8,-9,-6
Cc1cc(C)c2c(n1)nn1c(Nc3ccc(C(C)C)cc3)cc(C)nc21,3,-7,-6
CN(C)C(=O)COC1CN(C(=O)Nc2cccc(CN3CCCCC3=O)c2)C1,-4,.,-1
O=C(Nc1ccc(Oc2ccccc2)cc1)c1cccnc1Nc1cc(Cl)cc(Cl)c1,-2,0,0
CCCn1c2ccc(Br)cc2c2nc3ccccc3nc21,-1,.,-2
Cc1ccccc1CSc1nnc(C(C)NC(=O)CCc2ccccc2)n1-c1cc(Cl)ccc1C (stereo not given),17,-2,1
CCOC(=O)[C@@H]1CN(C(=O)OCc2ccccc2)[C@H]2c3cc(Cl)ccc3O[C@@H]12,1,-10,-6
COc1ccccc1OCC1CN(C(=O)c2ccccc2C#N)CCO1 (stereo not given),-8,-5,-3
Cc1cc(Cl)ccc1NC(=O)N1CCC(Cn2cc(CN(C)C)nn2)CC1,19,.,-10
CC(C)Cc1nc(CC(F)(F)F)n(-c2cccc3cccnc23)n1,4,.,-3
CCN(C(=O)C(C)OC(=O)c1ccc2[nH]c(C)c(C)c2c1)C1CCS(=O)(=O)C1 (stereo not given),2,-19,1
CCOC(=O)C1(CCOC)CCCN(Cc2[nH]c3ccc(OC)cc3c2C)C1 (stereo not given),3,.,-4
NC(=O)CSc1nc2c(c(=O)n1-c1cccc(C(F)(F)F)c1)SCC2,-10,-1,0
COc1ccccc1-n1ncc2c(C)nnc(SCC(=O)Nc3cccc(C)c3C)c21,-8,-11,-2
O=C(CN1C(=O)c2ccccc2C1=O)Nc1ccccc1C(=O)NC1CCCCC1,3,-6,-5
COC(=O)C1CCCN1C(=O)C1CCN(S(=O)(=O)c2ccc3c(c2)OCCCO3)CC1 (stereo not given),7,-6,-5
COCCn1c(C)cc(O)c(C(c2ccccc2)N2CCN(c3ccc(F)cc3)CC2)c1=O (stereo not given),6,.,2
COc1cccc(CNC(=O)CCC2CCCN(C(=O)CCc3c(C)nn(C)c3C)C2)c1 (stereo not given),4,.,0
COc1ccc(NC(=O)CNC(=O)CN(C(=O)c2cc(OC)cc(OC)c2)C2CC2)cc1,.,-4,-2
CN1[C@@H](c2ccccc2Cl)[C@@H](C(=O)NCc2cccnc2)C[C@@]1(C)C(=O)O,10,.,-4
O=C(Nc1cccnc1)c1ccc(-c2ccccc2CN2CCOCC2)o1,-1,.,-3
CCOc1ccc(C(=O)Nc2c(C)nc3scc(C)n3c2=O)cc1,13,-8,-11
COc1ccc(S(=O)(=O)N(CC(=O)N2CCC(C)CC2)c2ccc(C)cc2)cc1OC,-3,-5,-5
Cc1cc(OC(=O)C23CC4CC(CC(C4)C2)C3)c([N+](=O)[O-])c(=O)[nH]1,3,-8,-6
CCc1csc(CNC(=O)C(C)n2cnc3ccccc32)n1 (stereo not given),14,.,-3
O=C(CCc1nc(-c2ccc(F)cc2)no1)Nc1ccc2c(c1)S(=O)(=O)C=C2,9,.,-8
O=C(Cn1ncn2nc(-c3ccc(F)cc3)cc2c1=O)NCCc1ccccc1,-10,-10,-10
CC(=O)c1c(C)nn(CC(=O)N(C)C(C)c2cccs2)c1C (stereo not given),6,.,-7
CC(C)Cn1c(N)c(C(=O)CN(C)Cc2ccc(Cl)s2)c(=O)n(C)c1=O,11,.,-7
CC(Oc1ccccc1)C(=O)N[C@@H]1C(=O)N2[C@@H]1SC(C)(C)[C@@H]2C(=O)O (stereo not given in full),62*!,-1,1&-2
C=CCN1C(=O)OC(C)(CCC=C(C)C)C1(C)O (stereo not given),10,-5,-7
N#CC1C(=N)OC2=C(C(=O)CCC2)C1c1ccco1 (stereo not given),-9,-6,-5
O=C(NC(c1ccc2c(c1)OCO2)c1ccccn1)C1CCN(CCOc2ccccc2)CC1 (stereo not given),6,-1,-3
COc1cc(OC)c(OC)cc1C=C(C#N)C(N)=S,0,.,2
COc1ccc(CCN(C)c2cc(Oc3cccc(Cl)c3)ncn2)cc1OC,5,-2,-3
Cc1cc(C)c2nc(C(F)(F)F)[nH]c(=O)c2c1,-3,.,-1
Cc1cc(Oc2cc(N3CCN(Cc4ccc(F)cc4)CC3)ncn2)ccc1Cl,7,-3,-5
Cc1ccc(NC(=O)NC(C)c2ccc(-n3ccnc3)cc2)cc1 (stereo not given),-1,.,-3
COc1ccc(N)cc1S(=O)(=O)NC1CC1,15,-17,-9

# A second format for part of the listing above.
# Values in the order – NPYLR7 agonist, mcGAS lum, hcGAS inh
Cc1ccc(NC(=O)NC(C)c2ccc(-n3ccnc3)cc2)cc1 (stereo not given)
 : -1, ., -3
Cc1cc(Oc2cc(N3CCN(Cc4ccc(F)cc4)CC3)ncn2)ccc1Cl
 : 7, -3, -5
Cc1cc(C)c2nc(C(F)(F)F)[nH]c(=O)c2c1
 : -3, ., -1
O=C(CCc1nc(-c2ccc(F)cc2)no1)Nc1ccc2c(c1)S(=O)(=O)C=C2
 : 9, ., -8
C=CCN1C(=O)OC(C)(CCC=C(C)C)C1(C)O (stereo not given)
 : 10, -5, -7

# Gathered by group, those above containing a nitro group on carbon
SMILES,NPYLR7 agonist,mcGAS lum,hcGAS inh
O=C(NCCCNC(=O)[C@H]1CCCN1C(=O)c1ccc([N+](=O)[O-])cc1)c1ccc(F)cc1,24,-10,-10
Cn1cc([N+](=O)[O-])c(C(=O)NC2CCCCC2)n1,-3,.,-2
Cc1ccc(C)c(-n2nc(-c3ccc([N+](=O)[O-])cc3)cc2C(=O)NCc2ccccc2)c1,19,-7,-9
Cc1cc(OC(=O)C23CC4CC(CC(C4)C2)C3)c([N+](=O)[O-])c(=O)[nH]1,3,-8,-6

# (next part)
SMILES,NPYLR7 agonist,mcGAS lum,hcGAS inh
CC(SCc1nc(N)nc(N)n1)C(=O)N(C(C)C)C(C)C (stereo not given),4,.,-3
COCC(NC(=O)NCc1cccc(C#N)c1)c1ccco1 (stereo not given),2,.,-7
CCN(CC1COc2ccccc2O1)C(=S)NC1CC2CCC1C2 (stereo not given),3&-2,-11&-4,-5&-1
O=C(Nc1cccc(-c2cccc(-c3ccc(F)cc3)n2)c1)c1ccc(Cl)cc1,3,-7,-8
O=C(NCCc1cccs1)N1CCN(c2nccnc2NS(=O)(=O)c2ccc(Oc3ccccc3)cc2)CC1,-4,-5,-7
COc1ccc(C)cc1N1CCN(C(=O)c2cccs2)C(C)C1=O (stereo not given),-10,-5,-6
O=C(NCCc1ccccc1)N1CCCC(N2CCN(Cc3ccc4c(c3)OCO4)CC2)C1 (stereo not given),-1,-3,-6
CCc1ncc(C(=O)N2CCc3c(nc(-c4ccccc4)[nH]c3=O)C2)cn1,.,-12,-7
COc1cccc(N2CCN(Cc3nc(C4(c5ccc(C)cc5)CCCC4)no3)CC2)c1,.,-12,-10
COc1ccc(Cc2nnc(C34CC5CC(C3)CC(n3cnc(Cl)n3)(C5)C4)o2)cc1,1,.,-5
CC1=NC2=C(C(=O)CC(c3ccccc3)C2)C(c2ccc(F)cc2)C1C(=O)OC1CCCCC1 (stereo not given),6,-4,-3
CCn1ccc2cc(NC(=O)c3cccc(C(F)(F)F)c3)ccc21,-2,-18,-11
